# Screening data from PubChem.
# Tat transport: blocks Tat-dependent protein export in E. coli. E. coli MC4100 TorA-mCherry Tat export, fluorescence. inhibition, % at 10 µM. 0.036% of 340,000 active;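 active means mean replicate inhibition at least 50% and at least half of replicates individually reaching 50%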;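 further: exported cargo escapes ClpAP degradation while cytoplasmic cargo is degraded and loses fluorescence; 0% = median of neutral control wells and 100% = median of NaSCN control wells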
# PKA-R2B activ: PKA-R2B complex activation. P22694+P31323. PKA-R2B holoenzyme dissociation, Cy5-IP20 fluorescence polarization; R2B truncated from residue 108, S112A mutant; 0% DMSO only, 100% 113 µM cGMP. activation, % at 11.4 µM. 0.079% of 340,000 active;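 active means activation above a cutoff set at the mean over all compounds plus 3 SD, cut at about 18% in these data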;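 further: higher means more holoenzyme dissociation and a rise in polarization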
# Target sequence (P31323 whole entry, looked up, other chains not shown, the tested form may be a part): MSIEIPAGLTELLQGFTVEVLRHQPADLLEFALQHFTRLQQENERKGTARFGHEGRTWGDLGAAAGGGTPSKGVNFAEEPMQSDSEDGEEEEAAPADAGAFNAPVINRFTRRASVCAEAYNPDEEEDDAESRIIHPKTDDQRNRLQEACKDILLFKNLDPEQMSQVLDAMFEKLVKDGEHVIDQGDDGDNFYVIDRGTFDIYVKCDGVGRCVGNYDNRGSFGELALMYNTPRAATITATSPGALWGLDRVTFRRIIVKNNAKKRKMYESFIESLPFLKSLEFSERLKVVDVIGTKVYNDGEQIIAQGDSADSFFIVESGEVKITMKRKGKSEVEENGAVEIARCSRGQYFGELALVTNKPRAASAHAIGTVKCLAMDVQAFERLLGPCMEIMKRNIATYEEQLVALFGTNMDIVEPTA
# phage Ecoli inh: E. coli growth loss with phage present. growth absorbance. inhibition, % at 11.9 µM. 0.26% of 360,000 active. AID 651602; in the data active means inhibition above about 11%
# PKA-R1A activ: activates the PKA-R1A holoenzyme complex; PKA-R1A dissociation, Cy5-IP20 fluorescence polarization; scaled: DMSO 0%, 113 µM cGMP 100%; activation, % at 11.4 µM; 0.083% of 340,000 active;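 active means percent activation above the mean of all tested compounds plus 3 SD, cut at about 19% in these data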;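 further: higher means more PKAc released from R1A so a rise in polarization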
# HTR5A ag: HTR5A agonism, opioid heterodimer counter-screen. HTR5A agonist assay, luminescence, cell-based. activation, % at 9.3 µM. 0.61% of 340,000 active; in the data active means activation mostly above about 9.5%, no sharp cut-off; inactive means mostly below about 7.6%;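 further: 0% = cells with vehicle only and 100% = reference agonist; strong numbers were not always called active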
# HTR5A inv ctr: inverse agonist of human HTR5A in OPRM1-OPRD1 counter-screen. inhibition, % at 9.3 µM. P47898. HTR5A cell line, luminescence, inverse agonism. 0.083% of 340,000 active; in the data active means inhibition mostly above about 23%, no sharp cut-off; inactive means mostly below about 18%;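 further: 0% = cells with DMSO and 100% = no-cell wells with DMSO; some compounds called inactive have numbers as strong as hits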
# CDK5 p35 inh: CDK5/p35 (human) kinase inhibition | Q00535+Q15078 | Recombinant CDK5/p35, ADP-Glo luminescence, 60 min | inhibition, % at 10 µM | 0.01% of 330,000 active | AID 488839;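 active means highest replicate inhibition of at least 50% and at least 75% of replicates reaching 50%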;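 further: plate controls were DMSO neutral control for no effect and GW8510 at 10 µM for full effect; many of its hits are not listed in these tables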
# Target sequence (Q00535 whole entry, looked up): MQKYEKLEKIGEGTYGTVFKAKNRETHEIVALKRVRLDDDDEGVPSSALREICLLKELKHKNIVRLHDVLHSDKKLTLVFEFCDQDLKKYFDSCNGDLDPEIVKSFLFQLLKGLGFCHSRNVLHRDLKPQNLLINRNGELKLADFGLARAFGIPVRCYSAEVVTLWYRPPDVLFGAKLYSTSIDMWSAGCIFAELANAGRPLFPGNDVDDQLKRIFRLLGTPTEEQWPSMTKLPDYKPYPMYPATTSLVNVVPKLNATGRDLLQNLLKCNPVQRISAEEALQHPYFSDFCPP
# Target sequence (Q15078 whole entry, looked up): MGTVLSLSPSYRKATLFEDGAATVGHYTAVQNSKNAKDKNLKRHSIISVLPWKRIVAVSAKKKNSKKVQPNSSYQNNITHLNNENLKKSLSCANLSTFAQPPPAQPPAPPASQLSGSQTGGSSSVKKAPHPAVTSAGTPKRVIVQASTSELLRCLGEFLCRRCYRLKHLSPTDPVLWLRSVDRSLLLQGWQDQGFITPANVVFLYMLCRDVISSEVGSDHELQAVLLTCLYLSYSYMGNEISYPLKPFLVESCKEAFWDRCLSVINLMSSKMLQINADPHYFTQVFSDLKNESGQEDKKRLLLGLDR
# Mot1-301 SUMO: SUMOylation pathway inhibition by Mot1-301 growth rescue. S. cerevisiae Mot1-301 growth rescue, ATP luminescence, 38.5C; percent above DMSO median, 100 means doubled. growth rescue, % at 18.8 µM. 1% of 320,000 active;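 active means every valid replicate shows activation above 250% relative to neutral control wells; inactive means the rest, any valid replicate at or below 250%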;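 further: OY570 slx delta 5 strain wells were the positive control but not used for scaling; some compounds called inactive have numbers as strong as hits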
# AddAB inh: less growth of phage-infected E. coli with AddAB | E. coli expressing H. pylori AddAB, absorbance growth | inhibition, % at 11.9 µM | 0.29% of 330,000 active; in the data active means inhibition above about 12%;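 further: 0% = vehicle wells of infected cells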
# E coli growth: counter-screen for AddAB inhibitors: E. coli growth inhibition; 0.27% of 330,000 active; AID 449728; inhibition, % at 11.9 µM; E. coli V3065 growth, OD600 absorbance, 18 h;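 active means inhibition above the campaign's mean inhibition across all tested compounds plus 3 SD, cut at about 9.9% in these data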;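 further: uninfected addAB+ strain grown without phage in ampicillin broth; 0% = DMSO wells and 100% = ciprofloxacin 0.95 µg/ml wells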
# DAGLB inh: diacylglycerol lipase beta (human) inhibition; Q8NCG7; HEK293T DAGLB membrane lysate, EnzChek fluorogenic substrate; inhibition, % at 5.17 µM; 0.059% of 340,000 active; AID 504411; in the data active means inhibition above about 34%;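 further: 0% = enzyme with vehicle and 100% = wells lacking enzyme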
# An asterisk follows results filed as active; · = not tested or not shown.
entry	structure	Tat transport	PKA-R2B activ	phage Ecoli inh	PKA-R1A activ	HTR5A ag	HTR5A inv ctr	CDK5 p35 inh	Mot1-301 SUMO	AddAB inh	E coli growth	DAGLB inh
1	Cc1cc(Br)ccc1NC(=O)CNC(=O)CN1C(=O)NC2(CCCCCC2)C1=O	-1.6	-8.7	2.9	1.9	-3.7	2.5	-1.5	-13.5	0.0	-2.3	2.0
2	CCOC(=O)N1CCN(c2c(NCc3ccccc3OC)c(=O)c2=O)CC1	9.1	9.2	3.9	-7.8	-5.2	15.3	0.1	6.5	0.9	0.7	-3.8
3	CC(=O)c1nc(-c2ccccc2)sc1C	-3.0	-15.6	3.5	-0.2	7.0	-2.7	0.8	-4.4	4.4	0.8	-3.0
4	CCOC(=O)N1CCC(N2C(=O)c3ccccc3C2Nc2cc(C)cc(C)c2)CC1 (stereo unspecified)	1.6	-8.6	0.6	-17.5	7.7	-25.9	0.1	112.8	3.7	0.0	-0.3
5	CN1C(=O)/C(=C/c2ccc(OCc3ccc(C(=O)O)cc3)c(Cl)c2)NC1=S	4.8	6.9	-0.5	-13.1	0.4	-1.4	0.9	25.7	-0.3	-0.6	1.7
6	CC(NC(=O)NC1CCCCC1)c1ccccc1 (stereo unspecified)	-7.4	-4.2	1.3	1.0	3.2	-10.9	-1.0	-10.6	3.4	-1.9	-1.4
7	COc1ccc(Br)c(C(=O)Nc2cccc(Cl)c2Cl)c1	-3.8	-6.4	2.2	-9.5	-4.7	12.3	0.0	15.2	1.3	-1.4	-5.2
8	CC(NC(=O)CCCC1CCCCC1)c1ccc(S(N)(=O)=O)cc1 (stereo unspecified)	1.4	-1.3	0.5	4.2	2.8	8.1	-0.3	243.4	2.9	-0.9	0.3
9	O=C(NCc1ccccc1)NC(=O)c1ccccc1F	15.6	7.4	2.4	1.2	-2.5	-19.7	1.0	0.7	0.7	2.2	0.1
10	O=C1OCCN1C(=O)[C@H]1[C@H](c2ccc(Cl)cc2)C(c2ccc(F)cc2)=NN1c1ccccc1	-6.3	-0.6	1.2	-6.5	4.4	-15.7	2.2	·	2.2	0.5	1.4

# Ordered by formula weight (high to low): three of the compounds above
entry	structure	Tat transport	PKA-R2B activ	phage Ecoli inh	PKA-R1A activ	HTR5A ag	HTR5A inv ctr	CDK5 p35 inh	Mot1-301 SUMO	AddAB inh	E coli growth	DAGLB inh
10	O=C1OCCN1C(=O)[C@H]1[C@H](c2ccc(Cl)cc2)C(c2ccc(F)cc2)=NN1c1ccccc1	-6.3	-0.6	1.2	-6.5	4.4	-15.7	2.2	·	2.2	0.5	1.4
4	CCOC(=O)N1CCC(N2C(=O)c3ccccc3C2Nc2cc(C)cc(C)c2)CC1 (stereo unspecified)	1.6	-8.6	0.6	-17.5	7.7	-25.9	0.1	112.8	3.7	0.0	-0.3
6	CC(NC(=O)NC1CCCCC1)c1ccccc1 (stereo unspecified)	-7.4	-4.2	1.3	1.0	3.2	-10.9	-1.0	-10.6	3.4	-1.9	-1.4

# Other entries:
entry	structure	Tat transport	PKA-R2B activ	phage Ecoli inh	PKA-R1A activ	HTR5A ag	HTR5A inv ctr	CDK5 p35 inh	Mot1-301 SUMO	AddAB inh	E coli growth	DAGLB inh
11	Cc1cccc(NC(=O)CSc2ncnc3sc(C)cc23)c1	3.5	5.6	3.9	3.1	-3.0	8.9	0.7	13.1	1.5	0.2	-6.9
12	CN(CCNC(=O)C1CC(=O)N(c2ccc(F)c(Cl)c2)C1)Cc1ccccc1 (stereo unspecified)	-1.4	7.6	1.2	-8.7	3.7	-8.6	1.7	-3.0	-1.3	-0.1	0.4
13	O=C(O)CC12CC3CC(C1)CC(n1ncc(NCc4ccccc4Cl)c(Cl)c1=O)(C3)C2	-3.5	-11.2	2.0	3.6	2.4	-6.5	-0.2	15.3	-1.0	1.2	2.6
14	Cc1ccc(S(=O)(=O)NC(=O)c2cccc(N(C)C)c2)cc1	-3.9	-0.4	0.3	-6.9	-1.6	4.5	0.1	-2.9	1.5	2.9	2.5
15	COc1ccc(C2=NOC(C(=O)Nc3cccnc3)C2)cc1OC (stereo unspecified)	-0.9	-2.2	0.4	-8.3	3.8	-0.5	0.9	7.2	0.5	1.1	1.1
16	O=C(CN1C(=O)c2ccccc2S1(=O)=O)NC(Nc1ccccc1F)C(Cl)(Cl)Cl (stereo unspecified)	6.1	2.2	2.2	-12.0	-5.0	14.4	2.2	-2.5	0.7	-3.3	-0.9
17	O=C(N/N=C/C1CC2C=CC1C2)c1ccccc1O (stereo unspecified)	-0.7	-5.7	-1.5	-4.5	-3.1	-8.4	-1.6	55.4	-1.1	3.5	-1.3
18	Cc1cc(-n2cnnn2)ccc1C(C)C	4.4	-8.8	3.2	-3.4	6.8	-18.8	-1.0	-21.9	0.1	2.0	-3.7
19	COC(=O)C1=C(C)OC(N)=C(C#N)C1c1ccccc1 (stereo unspecified)	1.5	-1.2	1.5	14.4	-0.6	7.3	-0.8	-2.0	1.1	-0.3	-2.5
20	CC(Sc1nc(N)cc(=O)[nH]1)C(=O)N1CCOCC1 (stereo unspecified)	-2.5	-4.4	2.4	-0.6	-0.9	-15.5	-0.1	·	·	·	3.9

# Copied from the list:
# `O=C(N/N=C/C1CC2C=CC1C2)c1ccccc1O` (stereo unspecified) @ CDK5 p35 inh: -1.6
# `COC(=O)C1=C(C)OC(N)=C(C#N)C1c1ccccc1` (stereo unspecified) @ phage Ecoli inh: 1.5
# `O=C(O)CC12CC3CC(C1)CC(n1ncc(NCc4ccccc4Cl)c(Cl)c1=O)(C3)C2` @ CDK5 p35 inh: -0.2
# `CCOC(=O)N1CCN(c2c(NCc3ccccc3OC)c(=O)c2=O)CC1` @ PKA-R1A activ: -7.8
# `CC(=O)c1nc(-c2ccccc2)sc1C` @ CDK5 p35 inh: 0.8

# Next structures follow:
entry	structure	Tat transport	PKA-R2B activ	phage Ecoli inh	PKA-R1A activ	HTR5A ag	HTR5A inv ctr	CDK5 p35 inh	Mot1-301 SUMO	AddAB inh	E coli growth	DAGLB inh
21	CCOC(=O)C1=C(C)N=c2s/c(=C\c3ccc(OC(C)=O)c(OCC)c3)c(=O)n2C1/C=C/c1ccccc1 (stereo unspecified)	-6.4	0.3	3.8	-3.5	-3.3	8.9	0.5	-18.3	2.2	-1.2	-2.1
22	c1ccc(Oc2cc(-n3cccn3)ncn2)cc1	-4.2	-7.2	3.4	-7.8	-6.9	3.3	4.1	-14.1	1.1	1.4	-1.9
23	CC(C)c1ccc(NC(=O)C(c2ccccc2)N2CCN(C(=O)c3ccco3)CC2)cc1 (stereo unspecified)	5.0	0.0	2.2	-0.4	-3.2	-12.2	0.7	·	-0.7	-2.6	-3.5
24	CCOc1ccc(NC(=O)N(CCN(C)C)C(C)c2cccnc2)cc1 (stereo unspecified)	-7.1	-6.6	4.1	-7.0	0.5	6.5	-1.2	5.5	1.7	0.3	-2.6
25	C[C@H](CO)N1C[C@H](C)[C@@H](CN(C)C(=O)Nc2ccccc2)Oc2c(NS(=O)(=O)c3cn(C)cn3)cccc2C1=O	-7.2	-0.2	2.7	-7.8	-3.1	7.9	0.8	-7.8	0.1	-1.0	-1.8
26	CC(=O)c1cccc(NS(=O)(=O)c2c(C(=O)N3CCOCC3)c(C)n(C)c2C)c1	-3.2	-2.6	2.6	8.2	1.1	-4.0	-4.1	7.7	3.7	-1.7	2.8
27	CCCn1c(N)c(C(=O)COC(=O)c2c(C)noc2C)c(=O)n(C)c1=O	1.8	-1.3	0.2	5.2	0.2	-13.9	-0.3	-0.3	1.9	0.1	-0.4
28	O=C(O)CNC(=O)/C=C/c1ccc(Cl)cc1Cl	7.3	-11.5	-1.6	-11.3	-4.2	10.4	-1.5	12.8	2.5	0.8	-2.0
29	O=C(c1ccco1)N1CCN(C(=S)Nc2ccccc2Cl)CC1	7.0	-0.5	-0.3	9.7	2.4	5.2	-0.2	-3.4	2.5	2.1	-2.7
30	O=C(NCCc1ccc(Cl)cc1)C1CCN(S(=O)(=O)c2ccc(-n3cnnn3)cc2)CC1	-2.6	-4.7	2.7	-22.5	-2.9	5.4	1.3	-10.0	2.7	-1.0	1.2
31	NC(=O)c1nn(-c2ccc(Oc3ccccc3)cc2)c(=O)cc1O	-1.5	-3.1	1.1	0.4	0.0	-0.1	1.5	4.1	0.6	-2.8	-0.8
32	COCC(C)n1c(C)cc(C(=O)COC(=O)c2nc3nc(C)cc(C)n3n2)c1C (stereo unspecified)	1.0	2.9	0.0	-16.1	2.3	4.7	-0.4	-15.7	-0.2	-0.3	0.5
33	O=C(NCCS(=O)(=O)c1ccc(Br)cc1)c1ccccc1	1.4	-4.8	0.0	0.7	-4.0	-1.8	0.4	-3.9	-2.7	-1.6	-4.2
34	CCOc1ccc(S(=O)(=O)N2c3ccccc3CC2C)cc1 (stereo unspecified)	1.0	-1.9	2.6	-5.2	-3.4	18.1	1.1	-6.0	2.1	1.2	-3.9
35	COc1cccc(CNCC(=O)NC(=O)NC2CCCC2)c1	7.3	4.5	1.8	-5.0	4.6	-18.2	0.6	-11.0	-0.4	-3.7	0.0
36	Cc1ccc(C(=O)COc2ccccc2-c2ccccc2)cc1C	4.7	6.3	2.0	5.9	3.8	-16.6	-0.3	-1.0	1.4	1.3	-7.5
37	C#CCNC(=O)C1=C[C@H](C2CC2)C[C@H](OCCCCO)O1	4.6	-4.6	1.7	-12.2	-5.1	13.0	-1.0	-8.4	1.2	-0.6	2.0
38	N#CCCn1nc(-c2ccccc2)c2ccccc2c1=O	4.0	-5.0	2.0	6.7	-3.3	-7.9	-0.3	6.2	2.0	-1.1	-1.4
39	CCc1nccn1S(=O)(=O)c1cc(OC)c(Cl)cc1OC	7.9	1.0	2.4	4.5	-0.3	1.1	0.2	·	-0.7	-3.1	2.3
40	Nc1nc(Cl)nc2c1ncn2[C@H]1C[C@H](O)[C@@H](CO)O1	5.0	-3.7	3.3	-1.4	1.6	-5.8	-0.2	188.3	-2.5	1.1	3.3
41	COc1cc(NS(=O)(=O)c2ccc(NC(=O)c3cccs3)cc2)nc(OC)n1	1.4	0.2	0.4	-3.1	2.2	-6.5	-0.7	2.6	3.4	1.1	1.4

# Single records, from the list above.
# N#CCCn1nc(-c2ccccc2)c2ccccc2c1=O in the list: Tat transport: 4.0; PKA-R2B activ: -5.0; phage Ecoli inh: 2.0; PKA-R1A activ: 6.7; HTR5A ag: -3.3; HTR5A inv ctr: -7.9; CDK5 p35 inh: -0.3; Mot1-301 SUMO: 6.2; AddAB inh: 2.0; E coli growth: -1.1; DAGLB inh: -1.4
# COCC(C)n1c(C)cc(C(=O)COC(=O)c2nc3nc(C)cc(C)n3n2)c1C (stereo unspecified) in the list: Tat transport: 1.0; PKA-R2B activ: 2.9; phage Ecoli inh: 0.0; PKA-R1A activ: -16.1; HTR5A ag: 2.3; HTR5A inv ctr: 4.7; CDK5 p35 inh: -0.4; Mot1-301 SUMO: -15.7; AddAB inh: -0.2; E coli growth: -0.3; DAGLB inh: 0.5

# Hits appear at their usual frequency; 2.3% or so of the library scored in one or more.
